Screening data deposited in PubChem by National Center for Advancing Translational Sciences (NCATS).
A549 viability: counter-screen for Nrf2 inhibitors: cytotoxicity in A549 cells. 0.16% of 390,000 active. A549 ARE-Fluc cells, CellTiter-Fluor viability, 18-24 h. Potency, µM (titrated, usually from 46 µM), without a hit: top-dose activity change, negative = cytotoxicity, most hits filed as inhibitors
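A549 ARE_Fluc cells in 5% FBS OPTI-MEM were exposed to compounds in concentration-response for 18-24 h at 37 deg C. Viability was read by CellTiter-Fluor fluorescence (Ex 405/Em 525) after 30 min, before the luciferase read.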
Nrf2 inh: Nrf2 pathway inhibition | 2.1% of 360,000 active | A549 ARE-Fluc reporter, luciferase luminescence, 18-24 h | Potency, µM (highest dose often 46 µM), for inactives: at the highest dose activity change, negative = inhibition, most hits filed as inhibitors | AID 504444; also: nearly all actives have a fitted effect of over 60% in size
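A549 ARE_Fluc cells (5000/well, 5% FBS OPTI-MEM) pre-incubated 2 h, then treated with compounds 18-24 h at 37C/5% CO2 in concentration-response. CellTiter-Fluor viability read first; BugLite luciferase luminescence after 15 min at room temperature gives Nrf2 activity.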
An asterisk follows results filed as active; ? = inconclusive; & = joins results of further samples; [ ] = dose if it differs, or a comment. Calls follow the shape of the dose curve; as a rule, active = well fitted curve in the direction sought with a large enough effect; inconclusive = small, poorly fitted or top-dose-only effect, or another doubt; inactive = no such curve, though single readings can be large; an effect the other way counts as inactive or inconclusive. % is scaled to controls: 0 for no effect and ±100 for the full control effect; potency is read from the fitted curve at half-maximal effect. The list is partial; count on the stated rates, not on these rows.

SMILES	A549 viability	Nrf2 inh
c1nc(NCCc2cnc[nH]2)c2cc(-c3ccc4c(c3)OCO4)ccc2n1	-1.1%	7.8%
O=C(OCC#CCSc1nnc(-c2cccc3ccccc23)o1)c1ccc(OC(F)(F)F)cc1	4.5%	-11.5%
CC(C)NS(=O)(=O)c1ccc2[nH]c3nc(SCC(=O)Nc4ccc(F)c(F)c4)nnc3c2c1	-4.8%	3.5%
COc1ccc(C(F)(F)F)cc1NC(=O)C(OC(=O)CNC(=O)c1ccccc1)c1ccccc1 (stereo unspecified)	6.5%	12.0%
Cc1occc1CNc1ncnc2ccc(-c3ccc4c(c3)OCO4)cc12	-0.7%	7.0%
CN1CCOc2cc(S(=O)(=O)N3CCN(S(=O)(=O)c4c(F)cccc4F)CC3)cnc21	1.9%	?
S=C(NCCCNc1ccc(Br)cn1)NCCCc1cnc[nH]1	-0.5%	-9.9%
Cc1nc(Nc2nc3ccccc3o2)nc2c1CCCC2	-2.5%	?
Cc1c(Cl)cccc1NS(=O)(=O)c1cc2c(cc1F)NC(=O)CC2	-2.9%	?
COc1ccc(C#Cc2c[nH]c(=O)c3cncnc23)cc1OC	-3.9%	22.7%
COc1cccc(C2c3c(ncn(-c4cccc(C)c4)c3=N)Oc3ccc4ccccc4c32)c1 (stereo unspecified)	-2.3%	3.7%
O=S(=O)(c1ccc2c(c1)OCCO2)N1CCN(c2nc(-c3ccccc3)nc3ccccc23)CC1	3.2%	?

Three compounds out of the list, ordered by SMILES length, rising.
SMILES	A549 viability	Nrf2 inh
S=C(NCCCNc1ccc(Br)cn1)NCCCc1cnc[nH]1	-0.5%	-9.9%
c1nc(NCCc2cnc[nH]2)c2cc(-c3ccc4c(c3)OCO4)ccc2n1	-1.1%	7.8%
O=C(OCC#CCSc1nnc(-c2cccc3ccccc23)o1)c1ccc(OC(F)(F)F)cc1	4.5%	-11.5%

Other structures:
SMILES	A549 viability	Nrf2 inh
O=S1(=O)N=C(Oc2cccc(Cl)c2)c2ccccc21	-0.7%[65.3 µM]	-4.0%[65.3 µM]
Cn1nnnc1Sc1ncnc2scc(-c3cccc(C#N)c3)c12	?	16.4µM*
O=C1Cc2cc(S(=O)(=O)N3CCN(c4ccc(Cl)cc4)CC3)ccc2N1	15.0%[92.2 µM]	-8.4%[92.2 µM]
CCC(Nc1ncnc2ccc(-c3c(C)noc3C)cc12)c1ccccc1 (stereo unspecified)	?	?
O=C1c2ccccc2C(=O)N1c1ccncc1	-3.3%	7.5%
COc1ccc(CN(Cc2ccccc2)C(=O)C2CC2)cc1COc1ccc(NC(C)=O)cc1	-9.5%	20.6µM*
N#Cc1cccc(NS(=O)(=O)c2ccc3c(c2)CCC(=O)N3)c1	1.8%	0.0%
O=C(Nc1cccc(-c2nn3c(=O)cc(N4CCNCC4)nc3s2)c1)c1ccncc1	-5.1%	1.4%
O=S1(=O)N=C(Oc2ccccc2-c2ccccc2)c2ccccc21	-4.7%	6.7%
N#Cc1nc(Nc2ccccc2)nc(NC2CCCCC2)n1	-11.0%	?
NC(=O)c1ccc(O)c2ncccc12	-1.4%	2.5%
COc1cccc(C2c3c(ncn(CCN4CCOCC4)c3=N)Oc3ccc4ccccc4c32)c1 (stereo unspecified)	-9.8%	3.6%

18 of the compounds above, with two lines to a compound.
Fields: A549 viability, Nrf2 inh
Cc1occc1CNc1ncnc2ccc(-c3ccc4c(c3)OCO4)cc12
 : -0.7%, 7.0%
CN1CCOc2cc(S(=O)(=O)N3CCN(S(=O)(=O)c4c(F)cccc4F)CC3)cnc21
 : 1.9%, ?
S=C(NCCCNc1ccc(Br)cn1)NCCCc1cnc[nH]1
 : -0.5%, -9.9%
Cc1nc(Nc2nc3ccccc3o2)nc2c1CCCC2
 : -2.5%, ?
Cc1c(Cl)cccc1NS(=O)(=O)c1cc2c(cc1F)NC(=O)CC2
 : -2.9%, ?
COc1ccc(C#Cc2c[nH]c(=O)c3cncnc23)cc1OC
 : -3.9%, 22.7%
COc1cccc(C2c3c(ncn(-c4cccc(C)c4)c3=N)Oc3ccc4ccccc4c32)c1 (stereo unspecified)
 : -2.3%, 3.7%
O=S(=O)(c1ccc2c(c1)OCCO2)N1CCN(c2nc(-c3ccccc3)nc3ccccc23)CC1
 : 3.2%, ?
O=S1(=O)N=C(Oc2cccc(Cl)c2)c2ccccc21
 : -0.7%[65.3 µM], -4.0%[65.3 µM]
Cn1nnnc1Sc1ncnc2scc(-c3cccc(C#N)c3)c12
 : ?, 16.4µM*
O=C1Cc2cc(S(=O)(=O)N3CCN(c4ccc(Cl)cc4)CC3)ccc2N1
 : 15.0%[92.2 µM], -8.4%[92.2 µM]
CCC(Nc1ncnc2ccc(-c3c(C)noc3C)cc12)c1ccccc1 (stereo unspecified)
 : ?, ?
O=C1c2ccccc2C(=O)N1c1ccncc1
 : -3.3%, 7.5%
COc1ccc(CN(Cc2ccccc2)C(=O)C2CC2)cc1COc1ccc(NC(C)=O)cc1
 : -9.5%, 20.6µM*
N#Cc1cccc(NS(=O)(=O)c2ccc3c(c2)CCC(=O)N3)c1
 : 1.8%, 0.0%
O=C(Nc1cccc(-c2nn3c(=O)cc(N4CCNCC4)nc3s2)c1)c1ccncc1
 : -5.1%, 1.4%
O=S1(=O)N=C(Oc2ccccc2-c2ccccc2)c2ccccc21
 : -4.7%, 6.7%
N#Cc1nc(Nc2ccccc2)nc(NC2CCCCC2)n1
 : -11.0%, ?

(next part)
SMILES	A549 viability	Nrf2 inh
NS(=O)(=O)c1ccc(S(=O)(=O)N2CCN(c3nc(-c4ccccc4)nc4ccccc34)CC2)cc1	-11.6%	23.1µM*
O=C(CNC(=O)c1ccccc1)N[C@H](C(=O)Nc1cc(C(F)(F)F)ccc1Cl)c1ccccc1	-3.0%&-2.3%	-11.6%&12.0%
COc1cc2ncnc(N(C)Cc3cccs3)c2cc1-c1ccc2c(c1)OCO2	7.8%	-9.6%
O=c1c2[nH]c3cc(Br)sc3c2cnn1Cc1ccccc1F	-10.7%	-11.2%
O=c1[nH]c2ccc(S(=O)(=O)N3CCN(S(=O)(=O)c4c(F)cccc4F)CC3)cc2[nH]c1=O	-10.2%	4.0%
CCCCNC(=S)NCCCN(Cc1ccc(Cl)c(Cl)c1)c1ccc(Br)cn1	-15.5%	?
Cc1cc(C)n2ncc(C(=O)Nc3cccc(C#N)c3)c2n1	-5.4%[9.26 µM]	?
Cc1ccc(S(=O)(=O)N2CCN(c3nc(-c4ccco4)nc4ccccc34)CC2)cc1	0.6%	-21.3%
COc1ccc(C2Nc3ccccc3C(=O)N2CCCN(C)C)cc1COc1ccc(NC(C)=O)cc1 (stereo unspecified)	1.2%	-4.4%
COc1ccc(OC)c(C2=Nn3c(nnc3-c3cc(OC)ccc3OC)SC2)c1	-10.7%	?
O=C(N1CCc2cc([S+](=O)([O-])N3CCN([S+](=O)([O-])c4c(F)cccc4F)CC3)ccc2C1)C(F)(F)F	2.4%	11.0%
CCCc1cc(F)c(S(=O)(=O)N2CCN(S(=O)(=O)c3ccc4c(c3)OCCO4)CC2)cc1F	1.3%	12.6%
COc1ccc(CN(Cc2ccccc2)C(=O)COC(C)=O)cc1COc1ccc(NC(C)=O)cc1	-0.9%	-26.1%
CN(Cc1cccs1)c1ncnc2ccc(-c3ccc4cn(C)nc4c3)cc12	0.5%	-6.2%
Cc1cc2c(s1)c1cnn(Cc3ccc(Cl)cc3)c(=O)c1n2C	-5.6%	3.4%
CC(C)(C)C(=O)Nc1ccc2c(c1)C(=O)C(=O)c1ccccc1-2	?	20.6µM*
Cc1noc(C)c1-c1ccc2ncnc(NCc3ccc(F)cc3)c2c1	2.7%	-10.8%
Cc1cc2c(s1)c1cnn(Cc3ccc(C(C)C)cc3)c(=O)c1n2C	3.4%	-18.1%
Cc1ccc(C)c(SC2=NS(=O)(=O)c3ccccc32)c1	-8.2%	-1.2%
Cc1ccc(C(=O)NC(c2ccco2)c2cc(Cl)c3cccnc3c2O)cc1 (stereo unspecified)	-1.8%	?
Cc1ccc(NS(=O)(=O)c2cc3c(cc2-c2ccccc2)NC(=O)CO3)cc1C	2.6%	2.1%
O=[N+]([O-])c1ccc(-c2csc(Nc3ccccc3)n2)cc1	-8.6%	?
Cn1ncc2ccc(-c3ccc4ncnc(NCc5cccs5)c4c3)cc21	-2.5%	-10.4%
COc1cccc(C2c3c(ncn(-c4cccc(OC)c4)c3=N)Oc3ccc4ccccc4c32)c1 (stereo unspecified)	-11.6%	-1.8%
NCCCN(Cc1ccc(Cl)cc1)c1ccc(Br)cn1	-3.3%	?
COc1ccc(CN(Cc2ccccc2)C(=O)c2ccncc2)cc1COc1ccc(NC(C)=O)cc1	-0.2%	?
Nc1c(-c2ccccc2)cc[nH]c1=O	-0.9%	-4.2%
O=C1CC(c2ccccc2)CC2=C1C1(CCCCC1)N=C(Nc1nc3ccccc3o1)N2 (stereo unspecified)	0.0%	9.7%
COc1cccc(Nc2nc(C#N)nc(NC3CCCC3)n2)c1	?	?
Cc1cccc(S(=O)(=O)N2CCN(c3nc(-c4cccs4)nc4ccccc34)CC2)c1	3.2%	-7.5%
COc1cccc(C(=O)NC2CCN(C#N)CC2)c1	-3.2%	3.9%
N#Cc1c(Cl)cccc1Oc1ccc([S+](=O)([O-])N2CCN([S+](=O)([O-])c3c(F)cccc3F)CC2)cc1	0.8%	3.6%
O=C(O)c1ccc(CNc2ncnc3nc[nH]c23)cc1	8.3%	5.8%
O=C(O)c1ccc(S(=O)(=O)N[C@H](Cc2ccccc2)C(=O)O)cc1	-2.9%	4.9%
Cc1ccc(O)c(C2=Nc3ccccc3N=C(c3cccc(F)c3)C2)c1	0.8%	2.5%
COc1cc(OC)cc(C2=Nn3c(nnc3-c3cccc(OC)c3)SC2)c1	-4.4%	-29.7%
Cc1ccc(NS(=O)(=O)c2ccc3c(c2)C(Cl)(Cl)C(=O)N3)cc1C	0.7%	8.5%
CC(C)(C)OC(=O)Cc1nnc(CNC(=O)c2ccccc2)s1	1.4%	-12.0%
Cc1ccc(NS(=O)(=O)c2cc3c(cc2-c2ccco2)NC(=O)CO3)cc1C	0.2%	0.3%
